MT1-MMP act inh – MT1-MMP (human) activation inhibition; P50281; HT1080 RFP-PRO-GFP cells, GFP/RFP ratio fluorescence, overnight; percent of plate control window, DMSO zero; GFP/RFP ratio change, % at 20 µM; hit rate 0.061% among 360,000; AID 651647;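 active = GFP/RFP ratio change of at least 30% with cell ATP level not reduced by more than half and red fluorescence within 50% of control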; also: strong numbers were not always called active
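Material – HT1080 RFP-PRO-GFP cells · Control set – DMSO wells and RFP-L50D-GFP cells · Incubation – overnight cell settling, then overnight compound exposure, 37 °C, 5% CO2 · Compound dosing – single-point 20 µM compound, 1% DMSO · Read-out – GFP/RFP fluorescence ratio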
SKN-1 inh – blocks SKN-1 activity in C. elegans; hit rate 0.49% among 360,000; AID 624304; inhibition, % at 21.8 µM; C. elegans VP596 Pgst-4::GFP/RFP ratio, acrylamide-induced, 24 h;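 active = interference check ratio from 0.5 to 1.5 plus GFP to RFP signal ratio inhibition reaching or exceeding a fixed threshold, cut at about 30% in these data, passing the limit was not always enough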; also: some compounds called inactive have numbers as strong as hits
MsrA act – activators of bovine methionine sulfoxide reductase A | activation, % at 10.6 µM | AID 602163 | hit rate 0.3% among 360,000 | purified bovine MsrA, absorbance read-out; in the data active = activation above about 7.5%;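 also: 0% = vehicle and 100% = reference activator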
MLLE-PAM2 inh – inhibitors of microRNA-mediated deadenylation, human PABP1 MLLE binding | GST-MLLE / FITC-PAM2 fluorescence polarization | P11940 | hit rate 0.36% among 360,000 | inhibition, % at 20 µM; in the data active = inhibition above about 35%, passing the limit was not always enough;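 also: plate controls were DMSO wells with GST-MLLE for no effect and wells lacking GST-MLLE protein for full effect; some results filed as inactive read as strong as hits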
FAS TE block – inhibitors of human fatty acid synthase thioesterase domain. AID 602261. hit rate 0.67% among 360,000. inhibition, % at 15 µM. recombinant FAS-TE, OMFH fluorogenic substrate, fluorescence endpoint;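 active = compounds whose normalised, plate-corrected inhibition of enzyme fluorescence in the single-dose primary screen is 50% or more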;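 also: 0% = DMSO with enzyme and 100% = substrate without enzyme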
E coli Lon inh – E. coli protease La inhibition. P0A9M0. purified E. coli Lon protease, fluorescence polarization. inhibition, % at 7.94 µM. hit rate 0.42% among 360,000. AID 602123; in the data active = inhibition above about 13%, passing the limit was not always enough;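 also: 0% = enzyme with probe and DMSO and 100% = no enzyme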
Neddyl block – inhibitors of human cullin neddylation; P61081+Q13564; TR-FRET cullin neddylation, biochemical; calls only at 25 µM; hit rate 0.58% among 360,000; AID 651699; in the data active = inhibition above about 36%
CendR NRP1 mod – NRP-1/CendR interaction modulation | FAM-RPARPAR peptide binding to NRP-1, fluorescence polarization | O14786 | inhibition, % at 25 µM | hit rate 0.85% among 360,000;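 active = inhibition or corrected inhibition above about 18%, plus a signal ratio from 0.5 to 1.5, limit read from the data, passing the limit was not always enough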; also: strong numbers were not always called active
Rin1-Abl PPI inh – human Rin1-Abl interaction inhibition; P00519+Q13671; TR-FRET Rin1/Abl binding, biochemical; inhibition, % at 7.35 µM; hit rate 0.4% among 360,000; AID 588664; in the data active = inhibition above about 5%, passing the limit was not always enough
Target sequence (P00519 whole entry, looked up): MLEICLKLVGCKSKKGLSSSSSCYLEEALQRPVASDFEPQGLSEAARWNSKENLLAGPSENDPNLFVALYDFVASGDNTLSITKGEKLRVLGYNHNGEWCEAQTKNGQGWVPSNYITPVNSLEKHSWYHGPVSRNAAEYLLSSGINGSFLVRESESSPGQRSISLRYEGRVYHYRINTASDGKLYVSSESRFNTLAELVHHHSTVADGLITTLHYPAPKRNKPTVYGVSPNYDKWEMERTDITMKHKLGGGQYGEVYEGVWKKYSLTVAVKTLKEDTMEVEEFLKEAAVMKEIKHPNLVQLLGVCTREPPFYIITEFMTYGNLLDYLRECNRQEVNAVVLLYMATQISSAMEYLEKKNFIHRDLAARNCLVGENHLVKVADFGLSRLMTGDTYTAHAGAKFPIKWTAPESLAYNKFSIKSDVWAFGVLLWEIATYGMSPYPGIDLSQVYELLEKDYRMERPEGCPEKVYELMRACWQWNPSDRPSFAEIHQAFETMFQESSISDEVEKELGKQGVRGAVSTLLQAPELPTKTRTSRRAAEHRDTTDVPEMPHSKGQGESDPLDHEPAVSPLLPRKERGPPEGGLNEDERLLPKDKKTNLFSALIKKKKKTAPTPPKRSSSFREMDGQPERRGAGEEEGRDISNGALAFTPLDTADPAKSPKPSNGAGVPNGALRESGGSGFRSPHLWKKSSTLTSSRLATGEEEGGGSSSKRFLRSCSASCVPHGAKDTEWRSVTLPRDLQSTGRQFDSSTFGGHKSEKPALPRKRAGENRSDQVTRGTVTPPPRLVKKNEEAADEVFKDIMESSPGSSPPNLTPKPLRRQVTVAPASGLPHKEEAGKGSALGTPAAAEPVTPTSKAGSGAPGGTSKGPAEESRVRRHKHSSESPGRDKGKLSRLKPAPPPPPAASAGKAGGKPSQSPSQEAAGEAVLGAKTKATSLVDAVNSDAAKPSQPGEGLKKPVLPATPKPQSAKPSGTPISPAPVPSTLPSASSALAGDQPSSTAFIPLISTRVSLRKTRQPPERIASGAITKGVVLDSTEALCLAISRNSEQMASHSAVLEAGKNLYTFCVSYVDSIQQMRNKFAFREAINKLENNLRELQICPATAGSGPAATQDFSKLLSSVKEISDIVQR
Target sequence (Q13671 whole entry, looked up): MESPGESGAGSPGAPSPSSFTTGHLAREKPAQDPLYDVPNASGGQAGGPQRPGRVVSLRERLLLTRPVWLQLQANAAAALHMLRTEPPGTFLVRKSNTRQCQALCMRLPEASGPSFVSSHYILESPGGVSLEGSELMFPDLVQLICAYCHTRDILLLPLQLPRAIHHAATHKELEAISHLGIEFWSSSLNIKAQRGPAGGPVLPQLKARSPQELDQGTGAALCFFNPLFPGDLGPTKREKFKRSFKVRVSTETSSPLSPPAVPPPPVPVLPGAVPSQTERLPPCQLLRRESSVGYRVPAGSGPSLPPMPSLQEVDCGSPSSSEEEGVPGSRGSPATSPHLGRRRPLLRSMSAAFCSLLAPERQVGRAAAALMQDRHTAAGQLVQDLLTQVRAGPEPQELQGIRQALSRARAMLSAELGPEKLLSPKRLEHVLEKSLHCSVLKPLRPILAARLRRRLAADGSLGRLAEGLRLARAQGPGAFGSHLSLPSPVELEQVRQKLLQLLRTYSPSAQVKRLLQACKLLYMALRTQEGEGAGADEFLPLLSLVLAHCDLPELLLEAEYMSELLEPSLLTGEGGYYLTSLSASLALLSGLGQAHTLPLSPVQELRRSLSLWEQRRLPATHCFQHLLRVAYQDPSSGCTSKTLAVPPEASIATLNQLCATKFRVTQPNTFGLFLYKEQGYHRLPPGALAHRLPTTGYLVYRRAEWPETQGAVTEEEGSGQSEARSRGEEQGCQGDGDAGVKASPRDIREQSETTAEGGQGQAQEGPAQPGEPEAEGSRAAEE
An asterisk follows results filed as active; i = inactive; nt = no result given; + = active, no number. This is a random part of the collection. About 4% of those tested had a hit in this group.

SMILES	MT1-MMP act inh	SKN-1 inh	MsrA act	MLLE-PAM2 inh	FAS TE block	E coli Lon inh	Neddyl block	CendR NRP1 mod	Rin1-Abl PPI inh
CSc1ccc(CN(C)CCc2ccccn2)cc1	3	4	-9	15	-2	2	i	5	-3
CCCOc1ccc(C2C(C(=O)c3cc4ccccc4o3)=C(O)C(=O)N2c2cc(C)on2)cc1 (configuration not stated)	1	-14	-9	-10	-16	-31	i	-16	0
CCCCCc1ccc(OCCCC[n+]2ccc(C)cc2)c(CCCCC)c1	-29	-14	-6	4	-18	0	i	5	4
C[C@@H]1CN([C@@H](C)CO)C(=O)CCCn2nncc2CO[C@H]1CN(C)C(=O)Nc1ccc(-c2cccs2)cc1	-1	-2	-1	-7	-5	3	i	-9	-4
COC(=O)C1CCN(C(=O)CSc2nnc(-c3ccncc3)o2)CC1	1	-15	0	-11	-6	5	i	5	-1
COc1ccccc1C(=O)N/C(=C/c1cccc([N+](=O)[O-])c1)C(=O)Nc1cccc(C(=O)O)c1	-5	5	-8	9	0	4	i	-5	6
COc1nc(NCCO)nc(Nc2cc(Cl)ccc2OC)n1	2	0	-9	13	-3	5	i	-8	-1
O=C(COC(=O)c1ccccc1O)NCCCc1ccccc1	1	0	-7	-14	6	1	i	9	0
Cc1cc(Br)c(NC(=O)COC(=O)c2ccc[n+]([O-])c2)c(Br)c1	-5	2	-4	2	-5	-8	i	-18	1
COc1ccccc1N1CCN(S(=O)(=O)Cc2ccccc2Cl)CC1	-4	9	-2	-11	8	-5	i	5	3
CCOCC(=O)Nc1ccc([N+](=O)[O-])cc1C	-4	-1	-13	-2	0	-4	i	3	3
COc1ccc(OC)c(NC(=O)CSc2n[nH]c(-c3cccnc3)n2)c1	-1	-5	-4	-29	-11	2	i	-4	0
O=C1CN(C(=O)c2cc3ccccc3oc2=O)C(c2ccc(F)cc2)c2cc(F)ccc2N1 (configuration not stated)	-2	0	-3	10	-1	4	i	-5	0
COc1ccc(-n2ccnc2SCC(=O)Nc2ccccc2)cc1	-2	25	-3	-18	-1	1	i	20	-1
CCc1ccc(NC(=O)COc2coc(CN3CCN(c4ccccc4)CC3)cc2=O)cc1	2	-10	-6	8	-4	-1	i	-6	5
CCC(=O)N1CCN(c2nc(-c3ccc(Cl)cc3)cs2)CC1	-8	34	-1	-11	11	-3	i	6	-3
Cc1ccc(NC(=O)CSCC(=O)N2CCOCC2)cc1	5	1	-3	7	-8	-1	i	-13	-5
N#Cc1ccc(CN2CCN(CC(=O)NCCc3ccc(Cl)cc3Cl)CC2)cc1	-6	27	0	-51	34	-5	i	-1	3
C/C(=N\NC(=O)c1c([N+](=O)[O-])c(C)nn1C)c1ccc(NC(=O)C2CCCC2)cc1	13	4	-4	7	-1	-3	i	4	-1
CCCN(C(=O)CCSc1ccc(F)cc1)c1c(N)n(Cc2ccccc2)c(=O)[nH]c1=O	-1	-6	-3	3	2	8	i	8	3
c1coc(-c2cc(C3CCNCC3)[nH]n2)c1	0	-12	-1	11	-2	0	i	9	-1
CN(Cc1ccccc1)C(=O)CSc1nc2c(c(C(F)(F)F)n1)CCc1ccccc1-2	-2	17	-1	-9	22	-2	i	3	-2
CCOC(=O)c1ccc(NC(=O)CN2C(=O)CSCC2=O)cc1	-3	8	-6	24	-6	6	i	4	1
CC(C)(C)n1ncc2c(=O)n(CC(=O)NC3CCCCC3)cnc21	7	6	-2	-9	-5	0	i	-5	-1
Cc1cccc(NC2=NC(=S)N(CC#N)C23CCCCC3)c1	-6	-6	-2	-56	3	0	i	11	2
Oc1ccc(/C=N/NC2=NCCCCC2)cc1	4	3	0	6	-9	5	i	-9	-3
CCN(C(=O)CCc1nc(-c2ccc(OC)cc2)no1)c1cc(OC)ccc1OC	-16	3	-2	3	16	-6	i	-6	1
Cc1cc(Nc2cccc(F)c2)n2nc(C)nc2n1	10	-8	-2	7	-1	-6	i	-12	2
O=C(Cn1cc(C(F)(F)F)ccc1=O)Nc1cc(S(=O)(=O)N2CCOCC2)ccc1Cl	-3	12	-2	-6	-7	2	i	-19	-1
CC1CN(CC(=O)Nc2cccc(C(=O)Nc3cccc(C(F)(F)F)c3)c2)CC(C)O1 (configuration not stated)	-2	18	-4	-2	1	-6	i	12	0
CCCCSc1nc2c([nH]1)c(=O)n(C)c(=S)n2C	0	17	-3	-54	-4	-5	i	13	-4
Cc1cc(Cn2nnc(-c3ccc(Br)cc3)n2)cc(C)c1O	4	-7	-1	-2	33	1	i	6	-1
CN(C)C1NC(=O)c2cc(-c3ccccc3)sc2N1 (configuration not stated)	-4	-1	-5	5	-2	-7	i	0	-2
ClC(Cl)(Cl)c1nc2ccccc2n2nncc12	-18	11	-2	-33	-5	3	i	0	4
O=C(NC(=S)N1CCN(Cc2ccc3c(c2)OCO3)CC1)c1cccc(Br)c1	5	14	-3	8	8	3	i	-8	-2
CCOn1c(=O)c(-c2cc3ccccc3o2)[n+]([O-])c2ccccc21	-2	9	-3	-6	-14	-9	i	-87	-2
Cn1cc(-c2cnc3c(NC=O)cc(-c4cccc(C(F)(F)F)c4)cn23)cn1	-14	8	-2	-12	6	-43	i	-19	-7
Cc1ccc(C(C)NC(=O)c2cccnc2)cc1 (configuration not stated)	0	6	4	-4	-2	11	i	5	0
CN1CCN(c2ccc(C(CC(N)=O)NC(=O)Cc3cccc4ccccc34)cc2[N+](=O)[O-])CC1 (configuration not stated)	5	23	-2	8	-2	-10	i	-7	2
O=C(CS(=O)(=O)c1ccc(F)cc1)Nc1nnc(-c2ccccc2Cl)o1	0	7	-2	14	-4	-7	i	-6	-2
COc1cccc(NS(=O)(=O)c2ccc3[nH]cc(C(=O)NCCN4CCOCC4)c(=O)c3c2)c1	0	-6	-2	-9	-1	-6	i	-1	-2
COc1cccc(N2CCN(c3ncnc4c3[nH]c3ccc(F)cc34)CC2C)c1 (configuration not stated)	-29	0	0	-4	20	3	+	-2	3
CCOc1ccc(NC(=S)Nc2ccc(OC(F)(F)F)cc2)cc1	-1	16	-2	20	-6	1	i	-3	4
Cn1nc(C(=O)NNC(=O)c2ccccc2Br)c2ccccc2c1=O	7	-2	-6	1	-5	-5	i	1	1
Cc1ccccc1Nc1nc(N)nc(-c2oc3ccccc3c2C)n1	-7	9	0	4	39	-4	i	0	0
CCN(Cc1ccccc1)C(=O)CCNS(=O)(=O)c1cc(Br)cnc1N	1	1	-5	0	3	1	i	2	-1
COc1ccc(C(=O)NC2CCCc3c2cnn3-c2cccc(C)c2C)c(OC)n1 (configuration not stated)	1	8	5	-7	17	5	i	15	-1
Cc1cc(C)cc(N2CN=C3SCC(=O)N3C2)c1	16	-3	-1	1	-8	2	i	-12	4
CCc1nc2c(OCCOc3ccccc3)cccn2c1N(C)C(=O)C1CC1	-2	15	0	6	-15	-9	i	13	-3
CCOc1c(Cl)cc(CNc2ccc(S(N)(=O)=O)cc2)cc1OC	4	3	-8	20	-9	2	i	-4	-1
Cc1ccc(C)c(NC(=O)COC(=O)c2cc3ccccc3oc2=O)c1	7	-11	-5	0	-3	8	i	5	1
CCOc1ccc2nc(NC(=O)CN3CCC(n4nnc5cc(F)ccc54)CC3)sc2c1	4	8	-10	-4	14	-2	i	-10	1
c1ccc2c(-n3cccn3)cccc2c1	5	14	2	9	1	-5	i	1	-2
COc1ccc(N2CCN(C(=O)Cc3nn(C)c(=O)c4ccccc34)CC2)cc1	2	6	-4	19	-6	-5	i	-2	2
CC1CC(Nc2ccccc2)c2ccccc2N1C(=O)c1cccnc1 (configuration not stated)	3	10	4	-4	-4	-1	i	11	5
COc1ccc(N/C=C(\C#N)c2ccc(OCCCF)cc2)cc1	-8	-7	-1	9	18	-4	i	1	-1
O=c1c2sccc2[nH]c(=S)n1-c1ccccc1	11	-6	-5	16	-8	-14	i	-5	-1
Cc1ccc2nc(C)cc(C(=O)N3CCCC(CO)(Cc4ccccc4C)C3)c2c1 (configuration not stated)	-3	4	-2	-4	0	2	i	16	-2
C=CCNC(=S)Nc1ccc2cn[nH]c2c1	-2	5	-8	-19	-6	7	i	0	-5
Cc1ccc(NC(=O)COC(=O)c2ccc(-n3cnnn3)cc2)c(Br)c1	3	4	-3	-34	-14	-6	i	-23	1

Profiles as entered above. Screens in order: MT1-MMP act inh	SKN-1 inh	MsrA act	MLLE-PAM2 inh	FAS TE block	E coli Lon inh	Neddyl block	CendR NRP1 mod	Rin1-Abl PPI inh
`c1ccc2c(-n3cccn3)cccc2c1` in the list: 5	14	2	9	1	-5	i	1	-2
`Cc1ccc(C)c(NC(=O)COC(=O)c2cc3ccccc3oc2=O)c1` in the list: 7	-11	-5	0	-3	8	i	5	1
`Cc1ccccc1Nc1nc(N)nc(-c2oc3ccccc3c2C)n1` in the list: -7	9	0	4	39	-4	i	0	0
`Cc1ccc(NC(=O)COC(=O)c2ccc(-n3cnnn3)cc2)c(Br)c1` in the list: 3	4	-3	-34	-14	-6	i	-23	1
`CCOc1ccc2nc(NC(=O)CN3CCC(n4nnc5cc(F)ccc54)CC3)sc2c1` in the list: 4	8	-10	-4	14	-2	i	-10	1

More records
SMILES	MT1-MMP act inh	SKN-1 inh	MsrA act	MLLE-PAM2 inh	FAS TE block	E coli Lon inh	Neddyl block	CendR NRP1 mod	Rin1-Abl PPI inh
CC(Sc1ccccc1)C(=O)N1CCN(S(=O)(=O)c2ccccc2)CC1 (configuration not stated)	-4	1	-2	-4	1	0	i	-4	2
NS(=O)(=O)c1ccc(CNC(=S)Nc2ccc(F)c(Cl)c2)cc1	2	1	-1	12	1	1	i	1	0
Cn1c(=O)c2c(nc(N3CCCCCC3)n2CC(O)COc2ccccc2)n(C)c1=O (configuration not stated)	4	12	-3	-13	2	-1	i	-7	0
Cc1ccc(C(NC(=O)C2CCN(Cc3ccc(Oc4ccccc4)cc3)CC2)c2ccccn2)cc1 (configuration not stated)	-1	4	0	-16	12	-11	i	-1	-5
CCN1C(=O)[C@H]2[C@@H](c3ccc(-c4ccccc4)c(OC)c3)N[C@@](Cc3ccccc3)(C(=O)OC)[C@H]2C1=O	5	-16	-1	2	69*	3	i	-5	3
CCOc1ccc(Nc2nc(N)nc(CSC(=S)N3CCN(c4ccccc4)CC3)n2)cc1	0	10	-3	13	28	5	i	-1	-2
COC(=O)c1ccccc1N1C(=O)[C@@H]2C(c3ccc(F)cc3)=NO[C@@H]2C1=O	1	9	-2	15	-4	1	i	-3	1
CSC1=NSC2=NC(=O)/C(=C/c3coc4ccc(O)cc4c3=O)C(=N)N12	-48	13	-6	i	-45	-384	i	137	-4
Cc1nc(SCc2ccc(C(=O)O)cc2)c2c(C)c(C)sc2n1	-5	-14	3	11	-16	-1	i	-16	-1
CCN1CCN(S(=O)(=O)c2ccc(Cl)c(C(=O)N(C)CCOc3ccc(Cl)cc3)c2)CC1	-7	13	-2	-3	9	8	i	9	2
COc1ccc(-c2cn3cccnc3n2)cc1NC(=O)c1cc(OC)c(OC)c(OC)c1	9	-2	-8	6	-4	-5	nt	6	-4
CCN1C(=O)c2ccccc2S(=O)c2ccc(C(=O)N3CCCC3)cc21 (configuration not stated)	4	-2	-2	-11	-7	3	i	-2	1
COc1ccc(-n2nc(C(=O)NCC(=O)N3CCC(C)CC3)c3ccccc3c2=O)cc1Cl	-1	25	0	-3	14	8	i	16	-1
CCOC(=O)c1sc(NC(=O)C(CC)OC(=O)C(CC(C)C)NC(=O)c2ccccc2)nc1C (configuration not stated)	-9	17	-3	2	20	0	i	-3	-1
Cc1nc2c(OCc3cccc(Cl)c3)cccn2c1N(C)Cc1cccs1	nt	5	-10	0	15	5	i	-12	2
